# Ins promoter up: insulin promoter activators in MIN6 cells, imaging, high-content screening, mouse beta cells | MIN6 insulin promoter-GFP reporter; hits give high values | z-score at 5 µM | 190,000 compounds, 0.3% hits | AID 1625, 2009;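 active = z-score above 3 at 5 µM with at least 500 cells counted in the well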
# HEK293 NOD2/NF-kB: NOD2 signaling inhibitors, cell-based, luminescence, uHTS, HEK293 (AID 1566); HEK293 NOD2/NF-kB luciferase reporter, luminescence; higher % means a stronger effect; inhibition, % at 4 µM; hits with a dose series show EC50 in µM; 290,000 compounds, 0.63% hits; in the data active = inhibition above about 50%; note: many of its hits are not listed in these tables
# Yfh1-depleted yeast: enhancers of respiration in Yfh1-depleted yeast, dose response, Friedreich's ataxia, plus single-dose screen (AID 1465) | S. cerevisiae Yfh1-off respiration, WST-1 reduction, 72 h; higher fold induction means a stronger effect | fold induction at 50 µM; hits with a dose series show EC50 in µM | 220,000 compounds, 0.074% hits;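 active = fold induction of absorbance versus untreated yeast above a set limit, then at least 30% activation at any dose in follow-up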;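 note: activators that raise dye reduction in frataxin-depleted yeast; strong numbers were not always called active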
# Dynein transport: inhibitors of GR-EGFP nuclear translocation, primary screen, dynein cargo transport inhibitor project, imaging, high-content, 3617.4 mouse cells. AID 1381, 2008. test concentration mostly 20 µM; stimulated with dexamethasone, 1 µM; hits give low values. 220,000 compounds, 0.47% hits. z-score, hits read low;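 active = plate z-score of nuclear minus cytoplasmic receptor signal below a set negative limit, without overly bright fluorescence or cell loss, cut at about -3.5 in these data, passing the limit was not always enough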;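 note: z-score of nuclear minus cytoplasmic ring GR-EGFP intensity difference per well; some compounds called inactive have numbers as strong as hits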
#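 Buffer or medium: Induction medium lacking tetracycline, stripped serum | Also added: Dexamethasone agonist, 1.0 µM final, for 30 min | Timing: 48 h induction, 1 h compound, 30 min dex at 37 °C | Detection: Formaldehyde fixation, Hoechst nuclear stain, 10x automated fluorescence imaging | Measure: Nuclear versus cytoplasmic GR-EGFP signal, averaged per well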
# Autophagy HCS: autophagy modulators in MEF cells, primary screen, imaging, high-content, MEF GFP-LC3; MEF GFP-LC3 puncta imaging; test concentration mostly 10 µM; calls only at 10 µM (by protocol); 190,000 compounds, 0.98% hits; AID 463193, 2010;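 active = percentage of spot-positive cells more than 3 SD above its plate mean, without a fluorescence outlier flag or 80% toxicity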;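 note: spot-positive cell cutoff set from DMSO-treated cells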
# P. falciparum M17LAP: P. falciparum M17LAP inhibitors, primary screen, biochemical, fluorogenic H-Leu-NHMec substrate, 1536-well (AID 1619). recombinant M17LAP, H-Leu-NHMec fluorogenic kinetic assay; higher % means a stronger effect. inhibition, % at 30 µM; hits with a dose series show IC50 in µM. 220,000 compounds, 0.38% hits;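 active = compound inhibiting the enzyme by more than half at any dose during confirmatory dose-response retesting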;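 note: plate controls were full reaction with DMSO carrier for no effect and no enzyme background for full effect; strong numbers were not always called active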
# MT stabilizer: microtubule stabilizers in HeLa cells, primary screen, imaging, high-content imaging; HeLa tubulin immunostaining HCS, 24 h; share of cells brighter than vehicle mean+2SD; % tubulin-high responders, % at 10 µM; 200,000 compounds, 0.83% hits; AID 2205, 2009;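 active = plate Z-score above 3 for both tubulin-high and condensed-nucleus cell shares, with cell loss under 80%, at 10 µM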;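 note: anti alpha tubulin signal scored within the nucleus-defined area of each cell; some results filed as inactive read as strong as hits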
# NOD1 NF-kB reporter: NOD1 signaling inhibitors, primary screen, cell-based, luminescence, uHTS (AID 1578). NOD1-driven NF-kB luciferase reporter cells, luminescence; higher % means a stronger effect. one-dose inhibition, % at 4 µM; EC50 in µM for titrated hits. 290,000 compounds, 1% hits; in the data active = inhibition mostly above about 36%, no sharp cut-off; inactive = mostly below about 34%;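 note: HEK-293T reporter cells stimulated with the NOD1 agonist gamma-tri-DAP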
# b-catenin transl: modulators of beta-catenin nuclear translocation, primary screen, imaging, HeLa cells, immunofluorescence, high-content. nuclear translocation activity, % at 5 µM. 190,000 compounds, 0.3% hits;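 active = nuclear translocation activity above 50% at 5 µM, with a well cell count of 50 or more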;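 note: per-cell ratio of nuclear to cytoplasmic median beta-catenin stain intensity; plate controls were DMSO negative control for no effect and GSK-3 inhibitor IX positive control for full effect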
#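 Read-out: Nuclear/cytoplasmic beta-catenin signal ratio, % activation | Assay system: Human HeLa cell line | Times: 24 h compound exposure at 37°C, 5% CO2 | Signal: Fluorescence imaging of beta-catenin antibody stain plus DAPI | Dosing: 5 µM primary, 0.02–20 µM confirmation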
# Dynein transport cytoplasmic EGFP: second read-out of Dynein transport, no call of its own (marks repeat the call); z-score; measured here: cytoplasmic GR-EGFP intensity; hits give high values
# Dynein transport nuclear GR-EGFP: also measured in Dynein transport; calls as there; z-score; measured here: nuclear GR-EGFP intensity;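 lower value marks the stronger effect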
# Dynein transport cell count: also measured in Dynein transport; calls as there; z-score; measured here: cell count per field
# Ins promoter up cell count: second read-out of Ins promoter up, no call of its own (marks repeat the call); cell count; measured here: cytotoxicity, nuclei count;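 total cells summed across four imaged fields per well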
# b-catenin transl cell count 5 µM: recorded beside b-catenin transl, whose call it bears; cell count; measured here: cell count, cytotoxicity flag
# MT stabilizer Hoechst-high %: further read-out of MT stabilizer, marked with its call; % Hoechst-high responders; measured here: nuclear condensation Hoechst responders;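 share of cells brighter than vehicle mean plus two SD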
# MT stabilizer cytotoxicity %: second read-out of MT stabilizer, no call of its own (marks repeat the call); toxicity, %; measured here: cytotoxicity by cell density;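 0% = mean cell density of plate MIN control wells and 100% = no cells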
# Autophagy HCS cell loss 18 h: also measured in Autophagy HCS; calls as there; toxicity, %; measured here: cell loss, nuclei count;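 cell loss after 18 h compound exposure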
# * = called active by the depositor; i = inactive; / = no result given.
SMILES,Ins promoter up,Ins promoter up cell count,HEK293 NOD2/NF-kB,Yfh1-depleted yeast,Dynein transport,Dynein transport cytoplasmic EGFP,Dynein transport nuclear GR-EGFP,Dynein transport cell count,Autophagy HCS,Autophagy HCS cell loss 18 h,P. falciparum M17LAP,MT stabilizer,MT stabilizer Hoechst-high %,MT stabilizer cytotoxicity %,NOD1 NF-kB reporter,b-catenin transl,b-catenin transl cell count 5 µM
C#CCOc1c(Cl)cc(/C=N/O)cc1OC,0.32,1352,13%,i,2.6,-0.26,1.1,-1.2,i,-6,-16%,5.0,3.4,2.2,-12%,-5.5,544
O=C(NCc1ccco1)NC12CC3CC(CC(C3)C1)C2,0.86,1321,15%,i,-0.97,-0.24,-0.2,0.65,i,-4,-2%,1.1,0.9,6.4,-21%,/,/
COc1ccccc1N1C(=O)C2C(C(=O)c3ccccc3)=NN(c3ccccc3OC)C2C1=O (stereo not given),0.23,974,-2%,i,1.1,-0.22,1,-0.21,/,/,7%,/,/,/,-5%,0.3,1242
COc1ccc(C2CC(=O)c3cc(OC)c(OC)cc32)cc1OC (stereo not given),0.28,1028,-25%,i,1.9,-0.018,1.4,-2.5,/,/,7%,/,/,/,-11%,0.8,1327
C=CCSc1nc2sc(C)c(C)c2c(=O)[nH]1,0.31,1420,8%,i,-1.1,-0.093,-0.36,0.79,i,7,-4%,1.9,1.9,7.5,-38%,-3.5,1182
COC(=O)c1ccc(/C=C2\N=C(SC)SC2=O)cc1,0.05,1438,12%,i,-0.22,-0.11,0.22,-0.4,i,1,21%,4.3,1.9,5.0,6%,-1.4,1131
Cn1c(CN2CCOCC2)nnc1SCC(=O)Nc1ccc2c(c1)OCCO2,-0.38,1363,7%,i,-0.16,-0.25,0.16,0.39,i,2,13%,1.7,0.9,23,-24%,/,/
O=C(NCc1ccco1)C(c1ccccc1)N(CC1CCCO1)C(=O)Cn1nnc2ccccc21 (stereo not given),/,/,/,i,-0.4,-0.22,-0.068,0.11,i,-3,15%,2.7,1.8,4.9,/,/,/
CCN(C(=S)NC(=O)c1ccccc1Br)C1CCCCC1,-0.36,1209,-5%,i,0.81,-0.15,0.6,-1.8,i,22,12%,4.3,1.8,4.5,-53%,/,/
O=C(CNc1ccccc1C(=O)O)c1ccccc1,-0.79,1036,0%,i,-1.6,-0.17,-0.49,0.57,/,/,7%,/,/,/,-13%,0.1,1255
Cn1c(=O)c2c(n(Cc3ccccc3)c1=O)NC(=O)C2CC(=O)NCc1cccc(Cl)c1 (stereo not given),0.11,1105,9%,i,0.31,-0.23,-0.81,0.1,i,-9,11%,2.8,1.1,2.5,/,1.5,1388
Cc1cc(C(=O)NNc2ccc(F)cc2)no1,-0.34,1453,-76%,i,-0.55,-0.19,-0.3,0.44,/,/,-2%,/,/,/,-5%,6.9,902
Cc1ccc(OC(=O)c2cccnc2)cc1,-0.73,1200,13%,/,-0.54,0.15,-0.19,0.11,i,-2,-10%,3.8,2.8,4.0,-7%,-0.7,1066
CC(C)CNC(=O)c1c(N)n(/N=C/c2ccccn2)c2nc3ccccc3nc12,-0.55,1256,17%,i,3.2,-0.067,2.5,-2.4,i,0,9%,8.9,2.0,3.5,-13%,/,/
CC(N)(C(=O)O)c1cccc(OCc2cccc(Cl)c2)c1 (stereo not given),-0.21,1264,13%,i,-0.18,-0.26,-0.49,0.64,/,/,0%,/,/,/,-11%,0.9,1324
O=C(CN1C(=O)NC2(CCCCC2)C1=O)NCc1cccs1,0.27,1348,9%,i,0.68,-0.24,0.5,-0.21,i,7,7%,6.6,2.2,7.3,-23%,-1.6,957
CN1/C(=N\O)c2cccc3cccc1c23,-0.05,1546,13%,i,1.1,-0.15,0.47,-1.4,i,5,-15%,5.2,2.5,8.0,28%,1.2,990
Cc1cc(C)nc(SCC(=O)N2CCCCC2)n1,2,950,-11%,i,-0.29,-0.21,0.14,-0.017,i,-7,8%,6.2,2.4,6.0,-10%,-0.7,1144
C/C(=N/NC(=O)c1ccc(C)s1)c1cccc(NC(=O)COc2ccc(Cl)cc2Cl)c1,0.08,864,-37%,i,0.057,-0.26,0.47,1.5,i,-1,11%,2.7,1.7,3.1,-101%,-6.3,1162
Nc1nc(NCc2ccco2)nc(Nc2ccccc2)c1[N+](=O)[O-],-0.58,1287,9%,i,0.59,-0.28,0.26,0.075,/,/,17%,/,/,/,0%,-1.9,1131
O=C(c1cccs1)N1CCCC(c2ccccc2)C1 (stereo not given),-1.6,1241,7%,i,-1.2,-0.24,-0.48,0.28,i,0,8%,0.7,1.4,4.6,-4%,/,/
CCOC(=O)/C(C#N)=C/Nc1cc(C(=O)OCC)cc2c(OC)c(OC)ccc12,0.27,1462,-9%,i,-0.45,-0.14,-0.47,0.44,/,/,0%,/,/,/,-11%,-1.1,1132
COc1ccc(CCNC(=O)C23CN(Cc4ccccc4)CC2C(c2ccc([N+](=O)[O-])cc2)=NO3)cc1 (stereo not given),-0.43,1646,0%,i,1.3,-0.23,0.86,0.0016,i,13,-1%,2.6,2.6,4.8,5%,-1.7,1067
O=C1CSC(c2ccccn2)N1c1ccc(Cl)c(Cl)c1 (stereo not given),-0.4,1244,16%,i,0.22,-0.15,0.47,0.0061,i,-7,-3%,2.9,1.7,4.1,15%,0.8,1437
O=C(Nc1ccc(-c2cn3c(n2)SCC3)cc1)c1ccc2c(c1)OCO2,1,1626,-12%,i,-0.21,-0.27,-0.35,0.83,i,-9,26%,2.2,1.9,11,-51%,-0.8,1078
COc1ccccc1OCC(=O)Nc1ccc(C(N)=O)cc1,-0.5,841,-13%,i,-1.1,-0.14,-0.35,0.84,i,-9,-14%,1.5,2.0,6.4,-10%,-0.7,1175
Cc1cccc(-n2c(O)c(C=NC3CCS(=O)(=O)C3)c3ccccc3c2=O)c1 (stereo not given),-0.46,1228,20%,i,0.046,-0.16,0.15,-0.24,i,-1,6%,3.2,2.2,11,/,2.3,1342
O=C(NCCc1ccccc1)/C(=C\c1ccc([N+](=O)[O-])cc1)NC(=O)c1ccc(Br)cc1,0.21,1274,13%,i,0.34,-0.32,-0.2,0.47,i,-10,11%,3.3,2.1,3.4,-21%,-3.4,580
Cc1ccc(S(=O)(=O)N2CCN(C(=O)CN3CCCCC3)C2C(C)C)cc1 (stereo not given),0.13,799,5%,i,0.2,-0.16,-0.052,-0.29,i,-10,1%,0.7,1.5,8.7,-28%,2.0,1116
CCOC(=O)N1CCN(C(=O)c2ccc(CS(=O)(=O)c3ccccc3OC)o2)CC1,0.34,1511,-2%,i,-0.29,-0.2,-0.029,0.004,i,3,-5%,2.1,1.7,12,-38%,-5.5,778
COc1cc(C2NC(=O)NC(O)(C(F)(F)F)C2C(C)=O)cc(OC)c1OC (stereo not given),0.19,1265,-18%,/,3.7,-0.24,1.8,-1.7,i,-10,2%,5.6,2.7,0.2,23%,1.2,809
CC(C)c1ccc(Nc2nc(NCc3ccco3)nc(N3CCOCC3)n2)cc1,-1.9,1044,23%,i,-0.59,1.6,0.032,0.11,i,2,-11%,3.9,1.2,7.6,15%,4.5,1406
Cc1ccc(F)cc1NC(=O)C1CC(=O)N(CCc2ccccc2)C1 (stereo not given),1.4,1208,0%,i,-0.087,-0.26,0.41,-0.44,i,-1,-2%,4.5,2.3,23,32%,-5.3,1046
O=C(c1cccc([N+](=O)[O-])c1)N1CCN(C/C=C/c2ccccc2)CC1,-0.28,1513,22%,i,-0.38,-0.26,-0.17,0.93,/,/,1%,/,/,/,2%,3.9,947
Cc1ccnc(N=Cc2c(O)ccc3oc4c(c23)CCCC4)c1,0.46,1313,27%,i,-0.83,-0.28,-0.72,0.84,i,-3,4%,3.4,2.8,5.9,46%,-0.7,845
C/C(N)=C(/C#N)C(=O)CSc1nnc(NC(C)C)s1,-0.03,1365,-14%,i,-0.98,2.7,-0.14,0.56,i,0,3%,1.9,2.3,11,-19%,-5.9,907
CCOC(=O)c1c(NC(=O)COC(=O)C2CC2C)sc(C)c1C (stereo not given),0.35,1464,0%,i,-0.1,-0.32,0.21,-0.029,i,5,3%,2.5,2.2,7.9,-14%,-0.3,1127
O=C(c1cccn(Cc2cccc(Cl)c2)c1=O)N1CCOCC1,/,/,10%,i,3.1,0.1,1.6,-3,i,-6,-10%,1.8,1.2,0.7,2%,/,/

# Of the compounds above, these have two or more sulfur atoms:
SMILES,Ins promoter up,Ins promoter up cell count,HEK293 NOD2/NF-kB,Yfh1-depleted yeast,Dynein transport,Dynein transport cytoplasmic EGFP,Dynein transport nuclear GR-EGFP,Dynein transport cell count,Autophagy HCS,Autophagy HCS cell loss 18 h,P. falciparum M17LAP,MT stabilizer,MT stabilizer Hoechst-high %,MT stabilizer cytotoxicity %,NOD1 NF-kB reporter,b-catenin transl,b-catenin transl cell count 5 µM
C=CCSc1nc2sc(C)c(C)c2c(=O)[nH]1,0.31,1420,8%,i,-1.1,-0.093,-0.36,0.79,i,7,-4%,1.9,1.9,7.5,-38%,-3.5,1182
COC(=O)c1ccc(/C=C2\N=C(SC)SC2=O)cc1,0.05,1438,12%,i,-0.22,-0.11,0.22,-0.4,i,1,21%,4.3,1.9,5.0,6%,-1.4,1131
C/C(N)=C(/C#N)C(=O)CSc1nnc(NC(C)C)s1,-0.03,1365,-14%,i,-0.98,2.7,-0.14,0.56,i,0,3%,1.9,2.3,11,-19%,-5.9,907

# The list is partial, so the mix of outcomes need not match the whole.
